Assay outcomes: PubChem BioAssay, National Center for Advancing Translational Sciences (NCATS)
12-LOX inh: Primary qHTS assay for inhibitors of human arachidonate 12S-lipoxygenase (ALOX12): Round 2; Polyunsaturated fatty acid lipoxygenase ALOX12 (Homo sapiens), P18054; purified 12hLO, xylenol orange hydroperoxide absorbance; Potency, µM (series often up to 108 µM), for inactives: at the top dose activity change, negative = inhibition, usual class: inhibitors; actives 1.1% (n = 580,000); AID 1671190, 2021; further: on the % scale 0 is the no-effect control and ±100 the full control effect
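Hydroperoxide product was detected by ferrous iron/xylenol orange as the 573 to 405 nm absorbance ratio. Arachidonic acid at 40 uM (final) was turned over for 30 min at room temperature by 150 nM human 12hLO, pH 7.0 Hepes buffer, after 15 min compound preincubation.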
RGS4 inh: Inhibitors of Regulator of G Protein Signaling (RGS) 4: qHTS. actives 0.039% (n = 390,000). Transcreener GDP fluorescence polarization, RGS4-accelerated GTP hydrolysis. Potency, µM (doses to about 114 µM), for inactives: at the top dose activity change, negative = inhibition, hits mostly inhibitors; further: on the % scale 0 is the no-effect control and ±100 the full control effect; nearly all actives have a fitted effect of over 75% in size; some results filed as inactive show a strong effect at the top dose
Target sequence (P49798 whole entry, looked up): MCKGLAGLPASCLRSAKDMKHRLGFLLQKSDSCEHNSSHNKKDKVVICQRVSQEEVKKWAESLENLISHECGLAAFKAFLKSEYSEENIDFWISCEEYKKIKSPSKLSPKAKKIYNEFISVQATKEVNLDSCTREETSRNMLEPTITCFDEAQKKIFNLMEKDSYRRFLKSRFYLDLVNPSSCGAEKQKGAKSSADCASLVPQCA
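MLSMR compounds (23 nl, pin-transferred) preincubated 10 min at room temperature with a 500nM (2x) first reagent, then RGS4 at 900nM (2x) plus Transcreener GDP mix added; fluorescence polarization (620/688 nm) read before and after 90 min at 30 °C.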
Pin1 inh: qHTS Assay to Find Inhibitors of Pin1; Peptidyl-prolyl cis-trans isomerase NIMA-interacting 1 (Homo sapiens), Q13526; Pin1 FP peptide displacement, HiFluor488, 10 min; Potency, µM (highest dose often 115 µM), without a hit: top-dose activity, negative = inhibition, most hits filed as inhibitors; actives 0.009% (n = 390,000); AID 504891, 2011; active means well fitted inhibition curve with a large enough effect in the polarisation, with a control signal flat, not every such curve was filed as active; inconclusive means small, poorly fitted or top-dose-only effect, or effect the other way, or a change in a side signal; inactive means no such curve, though single readings can be large or run the other way; the % refers to the polarisation; further: on the % scale 0 is the no-effect control and ±100 the full control effect
Target sequence (Q13526 whole entry, looked up): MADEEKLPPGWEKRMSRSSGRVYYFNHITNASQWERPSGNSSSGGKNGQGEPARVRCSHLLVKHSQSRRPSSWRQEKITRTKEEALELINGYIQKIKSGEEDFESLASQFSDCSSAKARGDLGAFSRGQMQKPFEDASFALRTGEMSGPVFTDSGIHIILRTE
TrxR1 inh: qHTS Assay for Inhibitors of Mammalian Selenoprotein Thioredoxin Reductase 1 (TrxR1): qHTS. recombinant rTrxR1, NADPH fluorescence consumption, selenite substrate. Potency, µM (titrated, usually from 114 µM), without a hit: at the top dose activity change, negative = inhibition, usual class: inhibitors. actives 1% (n = 390,000). AID 588453, 2011; further: on the % scale 0 is the no-effect control and ±100 the full control effect; nearly all actives have a fitted effect of over 65% in size
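Rat TrxR1 (90 nM in the dispensed reagent) was pre-reduced with 400 uM NADPH for 5 min at room temperature, then incubated with compound for 15 min. After 400 uM selenite was added, NADPH fluorescence (Ex 340/Em 450 nm) was followed for 8 min.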
HP1b binding inh: HTS for Inhibitors of HP1-beta Chromodomain Interactions with Methylated Histone Tails; Chromobox protein homolog 1 (Homo sapiens), P83916; AlphaScreen HP1-beta / biotin-H3K9me3 peptide binding; Potency, µM (highest dose often 114 µM), for inactives: at the highest dose activity change, negative = inhibition, usual class: inhibitors; actives 0.56% (n = 390,000); AID 540317, 2011; further: nearly all actives have a fitted effect of over 70% in size; inactives centre near 23
Target sequence (P83916 whole entry, looked up): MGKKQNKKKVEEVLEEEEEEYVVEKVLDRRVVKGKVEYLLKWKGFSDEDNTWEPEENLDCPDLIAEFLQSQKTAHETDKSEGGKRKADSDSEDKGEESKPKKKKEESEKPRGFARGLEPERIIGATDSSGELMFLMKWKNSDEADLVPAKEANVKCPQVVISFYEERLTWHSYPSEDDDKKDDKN
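Compound inhibition of the preformed complex between 50 nM HP1-beta and 50 nM biotinylated H3K9me3 peptide was read by AlphaScreen. Buffer was PBS pH 7.4 with 0.01% Tween-20. Incubations ran 30 min at room temperature, with 10 ug/mL donor/acceptor beads.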
GLS inh: qHTS for Inhibitors of Glutaminase (GLS) | Glutaminase kidney isoform, mitochondrial (Homo sapiens), O94925 | Potency, µM (top dose mostly 45.5 µM), without a hit: at the highest dose activity change, negative = inhibition, usual class: inhibitors | GLS enzymatic activity, qHTS titration | actives 0.21% (n = 410,000); further: on the % scale 0 is the no-effect control and ±100 the full control effect
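hKGA in 45 mM KH2PO4 (pH 8.2), 0.02% Tween-20 with compound, then 1mM L-Glutamine (stock as added) plus glutamate oxidase/HRP/Amplex red coupling mix. Fluorescence read initially and after 30 min at RT; signal change reflects glutamate formation.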
ERG-DNA inh: qHTS for Small Molecule Inhibitors of the ERG Ets/DNA interaction | Transcriptional regulator ERG (Homo sapiens), P11308 | fluorescence polarization, His-ERG Ets domain / labelled DNA | Potency, µM (titrated, usually from 76.9 µM), without a hit: at the highest dose FP activity, negative = inhibition, actives largely listed as inhibitors | actives 0.028% (n = 370,000); active means well fitted inhibition curve with a large enough effect in the polarisation, with a control signal flat; inconclusive means small, poorly fitted or top-dose-only effect, or effect the other way, or a change in a side signal; inactive means no such curve, though single readings can be large or run the other way; the % refers to the polarisation;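 further: polarization taken with two DNA probes labelled with fluorescein and Texas red; % of control where 0% means no effect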
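His-tagged ERG Ets domain (1 uM in the protein solution; 300mM KCl, 50mM Tris-HCl, 1mM EDTA, 1mM DTT, pH 7.5) received compound, then a probe mix of 5 nM fluorescein-DNA and 100nM Texas-615-DNA. Fluorescence polarization was read for both dyes.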
JMJD2A Tudor inh: qHTS Assay for Inhibitors of JMJD2A-Tudor Domain. Lysine-specific demethylase 4A (Homo sapiens), O75164. AlphaScreen JMJD2A-Tudor / H3K4me3 peptide binding. Potency, µM (series often up to 114 µM), for inactives: top-dose activity change, negative = inhibition, actives largely listed as inhibitors. actives 4.4% (n = 390,000). AID 504339, 2011; further: on the % scale 0 is the no-effect control and ±100 the full control effect; nearly all actives have a fitted effect of over 50% in size
Tb PGK inh: qHTS Assay to Find Inhibitors of Phosphoglycerate Kinase; PGK/GAPDH coupled, Kinase-Glo luminescence, 60 min; Potency, µM (highest dose often 57.5 µM), for the others: at the highest dose activity change, negative = inhibition, actives largely listed as inhibitors; actives 0.043% (n = 380,000); AID 602233, 2012; further: on the % scale 0 is the no-effect control and ±100 the full control effect; nearly all actives have a fitted effect of over 60% in size
Target sequence (P07378 whole entry, looked up): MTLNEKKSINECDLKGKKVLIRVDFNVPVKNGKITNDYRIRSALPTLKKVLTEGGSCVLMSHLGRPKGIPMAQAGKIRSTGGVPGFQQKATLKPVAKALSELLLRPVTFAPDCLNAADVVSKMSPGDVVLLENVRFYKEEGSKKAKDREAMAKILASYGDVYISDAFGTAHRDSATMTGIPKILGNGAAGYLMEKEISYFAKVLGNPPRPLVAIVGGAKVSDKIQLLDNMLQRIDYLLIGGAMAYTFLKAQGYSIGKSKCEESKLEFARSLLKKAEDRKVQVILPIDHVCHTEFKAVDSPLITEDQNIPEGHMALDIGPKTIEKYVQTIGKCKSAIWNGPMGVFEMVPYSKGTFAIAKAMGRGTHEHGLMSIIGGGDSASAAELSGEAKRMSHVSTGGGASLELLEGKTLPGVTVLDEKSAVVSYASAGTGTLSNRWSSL
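Luminescent ATP detection (Kinase-Glo Plus) follows a 60-minute room-temperature incubation, with wells lacking PGK as controls. Buffer: 100 mM TEA (pH 7.6), 5 mM MgCl2, 0.01% Tween-20. Coupling enzyme GAPDH (100 nM final) supplies unstable 1,3-BPG in-well.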
An asterisk follows results filed as active; [ ] = dose if it differs, or a comment. Unless noted, the call rests on the fitted dose curve; in most records, active means well fitted curve in the direction sought with a large enough effect; inconclusive means small, poorly fitted or top-dose-only effect, or another doubt; inactive means no such curve, though single readings can be large; an effect the other way counts as inactive or inconclusive. Potency means the concentration at half of the fitted maximal effect. These rows are one share of the data; rates above refer to the full screens.

How did CCCn1c(SCC(=O)N2CCCCC2)nnc1-c1ccco1 do in these assays?
12-LOX inh: 0%; RGS4 inh: -4%; Pin1 inh: 4%; TrxR1 inh: inconclusive; HP1b binding inh: 28%; GLS inh: -8%; ERG-DNA inh: -6%; JMJD2A Tudor inh: -6%; Tb PGK inh: -4%

What do the screens show for `N#CCCN(C(=O)COC(=O)c1ccc(S(=O)(=O)N2CCOCC2)cc1)c1ccccc1`?
12-LOX inh: -18%; RGS4 inh: -34%; Pin1 inh: 2%; TrxR1 inh: -10%; HP1b binding inh: 18%; GLS inh: 0%; ERG-DNA inh: -15%; JMJD2A Tudor inh: -6%; Tb PGK inh: -7%

Results for C=CCn1c(SCC(=O)Nc2ccc(-c3nc4ccc(C)cc4s3)cc2)nnc1-c1ccncc1 ?
12-LOX inh: -18%; RGS4 inh: 0%; Pin1 inh: 1%; TrxR1 inh: 27%; HP1b binding inh: 18%; GLS inh: -12%; ERG-DNA inh: 7%; JMJD2A Tudor inh: -23%; Tb PGK inh: -4%

Results for COc1ccccc1/C=C/C(=O)NCC(=O)N/N=C(/C)c1ccco1 ?
12-LOX inh: 7%; RGS4 inh: 10%; Pin1 inh: 2%; TrxR1 inh: -8%; HP1b binding inh: -1%; GLS inh: -2%; ERG-DNA inh: -8%; JMJD2A Tudor inh: -16%; Tb PGK inh: 7%

Results for Clc1ccc(NCc2cccnc2)cc1 ?
12-LOX inh: -5%; RGS4 inh: 9%; Pin1 inh: -1%; TrxR1 inh: 5%[57.1 µM]; HP1b binding inh: 0%; GLS inh: -9%; ERG-DNA inh: 0%; JMJD2A Tudor inh: -20%; Tb PGK inh: inactive

Results for COc1cccc(Cn2c(SCC(=O)N3CCN(c4ccc(F)cc4)CC3)nc3ccccc32)c1 ?
12-LOX inh: 2%; RGS4 inh: 1%; Pin1 inh: -3%; TrxR1 inh: 24%; HP1b binding inh: 4%; GLS inh: 0%; ERG-DNA inh: 2%; JMJD2A Tudor inh: -10%; Tb PGK inh: -6%

Results for O=C(NCc1ccccc1)c1noc2c1CCCCC2 ?
12-LOX inh: 19%; RGS4 inh: 21%; Pin1 inh: 0%; TrxR1 inh: 11%; HP1b binding inh: 22%; GLS inh: 0%; ERG-DNA inh: 1%; JMJD2A Tudor inh: -3%; Tb PGK inh: -3%

What do the screens show for `CCCCN(C(=O)CSc1nnc(-c2ccc(OC)cc2)n1C(C)C)c1c(N)n(Cc2ccccc2)c(=O)[nH]c1=O`?
12-LOX inh: -17%; RGS4 inh: -23%; Pin1 inh: 3%; TrxR1 inh: 27%; HP1b binding inh: 32%; GLS inh: -7%; ERG-DNA inh: 0%; JMJD2A Tudor inh: -14%; Tb PGK inh: -9%

What do the screens show for `CCOC(=O)COc1cccc2c(=O)n(CC(=O)N3CCCCC3)ccc12`?
12-LOX inh: 2%; RGS4 inh: -9%; Pin1 inh: -4%; TrxR1 inh: -1%; HP1b binding inh: 32%[activator]; GLS inh: -1%; ERG-DNA inh: 23%; JMJD2A Tudor inh: 0%; Tb PGK inh: -8%

How did COCCNC(=O)c1cc(-c2ccc(Cl)c(Cl)c2)on1 do in these assays?
12-LOX inh: 32%[activator]; RGS4 inh: 1%; Pin1 inh: 2%; TrxR1 inh: 11%[57.1 µM]; HP1b binding inh: 40%[activator]; GLS inh: 2%; ERG-DNA inh: 7%; JMJD2A Tudor inh: -7%; Tb PGK inh: 9%

Results for O=C(Nc1ccc(Br)cn1)C1CCCN1S(=O)(=O)c1ccccc1 (stereo unspecified) ?
12-LOX inh: 9%; RGS4 inh: -19%; Pin1 inh: -1%; TrxR1 inh: 9%[57.1 µM]; HP1b binding inh: 50%[activator]; GLS inh: 1%; ERG-DNA inh: 8%; JMJD2A Tudor inh: -1%; Tb PGK inh: 1%

Results for COc1ccc(CNC(=S)Nc2ccc(OC)cc2)cc1 ?
12-LOX inh: -23%; RGS4 inh: -3%; Pin1 inh: -1%; TrxR1 inh: -10%; HP1b binding inh: 7%; GLS inh: 24%; ERG-DNA inh: -3%; JMJD2A Tudor inh: -25%; Tb PGK inh: -4%

Results for COCCNc1c(-c2ccc(OC)c(OC)c2)nc2ccc(Cl)cn12 ?
12-LOX inh: -4%; RGS4 inh: -8%; Pin1 inh: 5%; TrxR1 inh: 8%; HP1b binding inh: 28%; GLS inh: 35%[activator]; ERG-DNA inh: -9%; JMJD2A Tudor inh: -21%; Tb PGK inh: -3%

Results for COC(=O)c1c(C)[nH]c(C)c1C(=O)c1ccccc1Cc1ccccc1 ?
12-LOX inh: -4%; RGS4 inh: -4%[56.9 µM]; Pin1 inh: -12%; TrxR1 inh: inconclusive; HP1b binding inh: -7%; GLS inh: -4%; ERG-DNA inh: -2%; JMJD2A Tudor inh: inconclusive; Tb PGK inh: 0%

Results for CN(C)c1cc(-c2ccccc2)nc(N)n1 ?
12-LOX inh: 27%; RGS4 inh: 14%; Pin1 inh: -6%; TrxR1 inh: 21%; HP1b binding inh: 43%[activator]; GLS inh: -2%; ERG-DNA inh: 5%; JMJD2A Tudor inh: -16%; Tb PGK inh: -10%

Gathered by group, the entries above containing an NH in an aromatic ring.
What do the screens show for `CCCCN(C(=O)CSc1nnc(-c2ccc(OC)cc2)n1C(C)C)c1c(N)n(Cc2ccccc2)c(=O)[nH]c1=O`?
12-LOX inh: -17%; RGS4 inh: -23%; Pin1 inh: 3%; TrxR1 inh: 27%; HP1b binding inh: 32%; GLS inh: -7%; ERG-DNA inh: 0%; JMJD2A Tudor inh: -14%; Tb PGK inh: -9%

Results for COC(=O)c1c(C)[nH]c(C)c1C(=O)c1ccccc1Cc1ccccc1 ?
12-LOX inh: -4%; RGS4 inh: -4%[56.9 µM]; Pin1 inh: -12%; TrxR1 inh: inconclusive; HP1b binding inh: -7%; GLS inh: -4%; ERG-DNA inh: -2%; JMJD2A Tudor inh: inconclusive; Tb PGK inh: 0%

More results:
Results for CCC1=C2CC[C@H]3C(=O)N(C)C(=O)[C@H]3[C@H]2[C@@]2(Cc3ccccc3)C(=NCC(=O)OC)OC(=O)N2C1=O ?
12-LOX inh: -10%; RGS4 inh: -5%; Pin1 inh: -9%; TrxR1 inh: 8%; HP1b binding inh: 30%; GLS inh: -2%; ERG-DNA inh: 3%; JMJD2A Tudor inh: -1%; Tb PGK inh: 0%

How did Oc1ccccc1CNc1nc2ccccc2n1CCN1CCCCC1 do in these assays?
12-LOX inh: 378%[activator]; RGS4 inh: -21%; Pin1 inh: -9%; TrxR1 inh: -11%[57.1 µM]; HP1b binding inh: 2%; GLS inh: 59%[activator]; ERG-DNA inh: 4%; JMJD2A Tudor inh: inconclusive; Tb PGK inh: 2%

Results for CC(=O)[C@@]12O[C@@H]1C[C@H]1[C@@H]3CC[C@H]4C[C@@H](O)CC[C@]4(C)[C@H]3CC[C@@]12C ?
12-LOX inh: 0%; RGS4 inh: 28%; Pin1 inh: -1%; TrxR1 inh: 26%; HP1b binding inh: 22%; GLS inh: 2%; ERG-DNA inh: 10%; JMJD2A Tudor inh: -3%; Tb PGK inh: -6%

How did O=C(Nc1ccc(Cl)cc1)C1CCN(C(=O)c2ccco2)CC1 do in these assays?
12-LOX inh: -2%; RGS4 inh: -5%; Pin1 inh: -8%; TrxR1 inh: inconclusive; HP1b binding inh: 13%; GLS inh: -4%; ERG-DNA inh: -8%; JMJD2A Tudor inh: -7%; Tb PGK inh: -1%

How did CCOC(=O)N1CCN(C2=C(NS(=O)(=O)c3ccccc3)C(=O)c3ccccc3C2=O)CC1 do in these assays?
12-LOX inh: 2%; RGS4 inh: -7%[11.4 µM]; Pin1 inh: inconclusive; TrxR1 inh: -8%; HP1b binding inh: inconclusive; GLS inh: 23%; ERG-DNA inh: -2%; JMJD2A Tudor inh: inconclusive; Tb PGK inh: 2%

How did COc1ccc(NS(=O)(=O)c2ccc(N3CCOCC3)c(NC(=O)c3ccc(F)cc3)c2)cc1 do in these assays?
12-LOX inh: -17%; RGS4 inh: -25%; Pin1 inh: 11%; TrxR1 inh: -6%[57.1 µM]; HP1b binding inh: 26%; GLS inh: 2%; ERG-DNA inh: 7%; JMJD2A Tudor inh: -9%; Tb PGK inh: 7%
